Compound activity as filed in PubChem BioAssay.
procasp3 activ – activators of human procaspase-3. actives 0.11% (n = 330,000). AID 463141. P42574. activation, % at 8.5 µM. recombinant procaspase-3 D3A, Ac-DEVD-pNA absorbance 405 nm;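 active = activation above the mean of all tested compounds plus 3 SD, cut at about 21% in these data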;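 note: 0% = DMSO alone and 100% = DMSO wells spiked with extra 5 µM PC-3 D3A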
Target sequence (P42574 whole entry D9A/D28A/D175A): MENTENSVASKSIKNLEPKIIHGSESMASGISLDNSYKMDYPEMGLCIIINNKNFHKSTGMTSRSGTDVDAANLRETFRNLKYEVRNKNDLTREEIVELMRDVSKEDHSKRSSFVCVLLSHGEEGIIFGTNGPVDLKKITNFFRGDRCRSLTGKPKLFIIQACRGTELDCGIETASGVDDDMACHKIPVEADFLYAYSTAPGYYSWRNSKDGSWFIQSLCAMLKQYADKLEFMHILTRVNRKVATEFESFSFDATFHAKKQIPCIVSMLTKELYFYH
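assay system = Procaspase-3 D3A mutant | signal = absorbance at 405 nm, 0 and 120 min | times = 1 h preincubation plus 2 h reaction at 25 °C | repeats = single replicate | read-out = % activation between DMSO and enzyme-spiked controls | medium = Zinc-free HEPES saline buffer with Triton X-100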
VLA-4 inh – inhibition in a human VLA-4 binding assay; P13612; VLA-4 expressing cells, ligand binding flow cytometry; inhibition, % (about 7 µM as worked out from the volumes in the protocol); actives 0.2% (n = 330,000); AID 2557; in the data active = inhibition above about 50%
GRK2 inh – inhibitors of human GRK2 displacing RNA aptamer. P25098. actives 0.59% (n = 330,000). inhibition of aptamer binding, % at 10 µM. bead flow cytometry, FAM-aptamer displacement from GRK2;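 active = inhibition of aptamer binding above 40%, roughly 3 SD of noise, on plates passing a quality check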;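 note: median bead fluorescence of bound FAM aptamer so fluorescent compounds give negative values; no value below 0 was filed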
Target sequence (P25098 whole entry, looked up): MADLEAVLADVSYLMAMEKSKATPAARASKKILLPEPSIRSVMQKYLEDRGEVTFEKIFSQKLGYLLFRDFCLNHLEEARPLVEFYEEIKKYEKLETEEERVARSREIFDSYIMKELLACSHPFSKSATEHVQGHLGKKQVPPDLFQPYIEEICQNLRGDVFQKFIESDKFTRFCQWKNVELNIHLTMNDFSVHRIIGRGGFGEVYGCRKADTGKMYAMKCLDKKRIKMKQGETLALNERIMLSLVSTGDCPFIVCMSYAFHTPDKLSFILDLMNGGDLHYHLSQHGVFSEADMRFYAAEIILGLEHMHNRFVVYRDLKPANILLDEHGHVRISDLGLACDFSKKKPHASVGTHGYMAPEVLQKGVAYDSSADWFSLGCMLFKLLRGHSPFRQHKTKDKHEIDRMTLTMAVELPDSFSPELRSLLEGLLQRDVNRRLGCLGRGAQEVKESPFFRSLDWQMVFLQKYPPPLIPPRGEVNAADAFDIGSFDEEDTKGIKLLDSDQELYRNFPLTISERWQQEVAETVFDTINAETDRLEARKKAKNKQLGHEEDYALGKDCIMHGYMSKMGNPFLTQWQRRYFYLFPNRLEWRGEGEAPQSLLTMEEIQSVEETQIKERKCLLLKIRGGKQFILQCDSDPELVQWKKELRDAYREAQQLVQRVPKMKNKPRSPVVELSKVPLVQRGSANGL
HCV core dimer – HCV core protein dimerization inhibition; AID 1899; TR-FRET GST/Flag-core106 dimerization, 1536-well; actives 0.33% (n = 300,000); inhibition, % at 5 µM;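 active = inhibition above the mean of all tested compounds plus 3 SD, set per screening campaign, cut at about 45% in these data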
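System: GST/Flag-tagged HCV core106 proteins. Incubation: compound-protein-antibody incubation 4 h at 22.5 °C. Technique: HTRF with 340 nm excitation, 617/671 nm emission. Medium: KF-containing HEPES buffer, pH 7.45, DTT, CHAPS, BSA. Read-out: inhibition (%) from 671 over 617 nm ratio. Also added: Eu(K)-anti-GST 90 ng/mL plus XL665-anti-Flag 1 µg/mL.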
Fh CTSL1 inh – cathepsin L1 inhibition, PFM18AAP counter-screen; inhibition, % at 5.96 µM; recombinant F. hepatica cathepsin L1, Z-Leu-Arg-MCA fluorescence; actives 0.49% (n = 300,000);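 active = inhibition above the mean of all tested compounds plus 3 SD, set per screening campaign, cut at about 17% in these data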;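 note: 0% = plate median of test compound wells and 100% = 1 µM Z-Phe-Ala-diazomethylketone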
PP5 primary – blocks human protein phosphatase 5 activity; P53041; purified PP5c, OMFP substrate fluorescence; actives 0.18% (n = 320,000); inhibition, % at 6.7 µM;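 active = inhibition above the campaign's mean inhibition across all tested compounds plus 3 SD, cut at about 9.5% in these data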;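 note: 0% = DMSO only and 100% = 100 µM cantharidin control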
GASC-1 inh – human JMJD2C demethylase inhibition; Q9H3R0; GST-JMJD2C(1-420) H3K9me3 demethylation, DELFIA europium; inhibition, % at 2.35 µM; actives 0.069% (n = 330,000); AID 2099;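 active = more than half of a compound's replicate wells show inhibition beyond 50%, single wells judged on their own value; inconclusive = some, but no more than half, of replicates pass 50% inhibition; inactive = no replicate passes 50% inhibition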;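 note: signal counts dimethyl H3K9 product captured on neutravidin plate; 0% = median of DMSO wells and 100% = 0.3 times that DMSO median; strong numbers were not always called active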
procasp7 counter – activates human procaspase-7, counter-screen for procaspase-3 activators; P55210; recombinant procaspase-7, Ac-DEVD-pNA absorbance 405 nm; D23A/D198A/D206A triple mutant, cannot self-cleave; scale: DMSO 0, 5 µM enzyme 100; activation, % at 8.5 µM; actives 0.093% (n = 330,000);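 active = percent activation above the screen-wide mean plus 3 SD, cut at about 25% in these data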
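signal = Epi-absorbance of released pNA at 405 nm, two timepoints | assay system = Uncleavable procaspase-7 mutant enzyme | reagent = Ac-DEVD-pNA substrate, 400 µM as added | times = 1 h enzyme–compound preincubation and 2 h substrate reaction, both 25 °C | benchmarks = low DMSO alone, high DMSO plus 5 µM PC-7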
PP1 inh – PP1-alpha (human) inhibition in PP5 counter-screen. AID 2235. inhibition, % at 6.7 µM. purified PP1alpha, OMFP fluorescence. actives 0.9% (n = 320,000). P62136;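 active = inhibition above the mean inhibition of all tested compounds plus 3 SD, computed separately for each screening campaign, cut at about 15% in these data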
The depositor's hits bear a star; u = inconclusive; x = not tested or not shown.

Below each SMILES – procasp3 activ | VLA-4 inh | GRK2 inh | HCV core dimer | Fh CTSL1 inh | PP5 primary | GASC-1 inh | procasp7 counter | PP1 inh
- Cn1c(=O)c2c(SCc3ccccn3)nc(C3CC3)nc2n(C)c1=O
    -4 | 0 | 2 | 3 | -2 | 3.5 | -6 | -6 | 0
- CCN(CC)c1ccc(NC(=O)Cn2cc3c(n2)CCC(C)C3)c(C)c1 (stereo not drawn)
    -2 | 8 | 2 | -5 | -1 | 4.0 | 2 | 10 | -5
- CC(C)(C)CN1CCN(Cc2nc(-c3ccc(F)cc3)cs2)CC1CCO (stereo not drawn)
    4 | 0 | 3 | 15 | 2 | 2.2 | 4 | 3 | 2
- CCC(C)N1CC23C=CC(O2)C(C(=O)OC)C3C1=O (stereo not drawn)
    -7 | 5 | 2 | -4 | 2 | -1.5 | -9 | 12 | -5
- CCCOC(=O)c1ccc(NC(=O)CN(C)Cc2cccs2)cc1
    0 | -2 | 0 | -15 | -1 | 2.4 | 1 | -1 | -1
- COc1ccc(OCc2cc(C(=O)O)c(C)o2)cc1
    -1 | 12 | 64* | -1 | 2 | -0.7 | -11 | 2 | -2
- Cc1ccc(C(=O)COC(=O)CNC(=O)c2cccs2)cc1
    8 | -18 | 0 | -5 | -25 | 1.0 | -1 | 12 | 1
- Cc1c(O)nc(SCC(=O)Nc2ccc3c4c(cccc24)CC3)n(-c2ccccc2)c1=O
    -1 | -8 | 1 | 15 | -1 | -3.4 | -5 | 9 | 0
- COCC(=O)Nc1nnc(COc2ccc(Cl)cc2)s1
    5 | -14 | 4 | -5 | 2 | -0.7 | -4 | 4 | -3
- CCOC(CNC(=O)c1ccc2nc(N3CCC(C)CC3)sc2c1)OCC
    7 | -21 | 2 | 0 | 0 | 1.5 | 4 | 2 | 0
- CCOC(=O)c1c(C)[nH]c(C(=O)OCc2ccccc2F)c1C
    8 | 10 | 0 | -2 | 2 | 4.8 | 1 | 5 | 2
- CCN1CCN(c2cc(C)c3cc(NC(=O)CCC(=O)Nc4ccc(OC)c(OC)c4)ccc3n2)CC1
    2 | -8 | 0 | 1 | -10 | 2.5 | 3 | 11 | -2
- CN1CCc2c(sc(NC(=O)c3ccc(S(=O)(=O)N4CCCC4)cc3)c2C(N)=O)C1
    -5 | 1 | 0 | -1 | 1 | 2.3 | -1 | -18 | -3
- O=C(CCN1C(=O)C2CC=CCC2C1=O)Nc1cccc(S(=O)(=O)N2CCCCC2)c1 (stereo not drawn)
    4 | 22 | 1 | x | x | -0.7 | -4 | 18 | -2
- CCN1CCN(c2nc3ccccc3nc2C(C#N)C(=O)OCc2ccccc2)CC1 (stereo not drawn)
    5 | 0 | 1 | 1 | -3 | 3.4 | 5 | -6 | 6
- O=C(O)c1ccccc1NC(=S)NC(=O)c1cccc2ccccc12
    -5 | 1 | 0 | 2 | 3 | 2.6 | -1 | -4 | -1
- O=C(Cn1cc(S(=O)(=O)Cc2cccc(F)c2)c2ccccc21)N1CCOCC1
    -2 | 16 | 2 | 3 | -1 | 1.3 | -7 | 11 | 0
- CCC1CCCCN1C(=O)Cn1c(C(=O)OC)cc2sc(Cl)cc21 (stereo not drawn)
    5 | 12 | 0 | -4 | 0 | -1.1 | 3 | 8 | -2
- Cc1nc(SCC(=O)NC2CCCC2)[nH]c(=O)c1C
    3 | -6 | 4 | -9 | 1 | -0.6 | 3 | 6 | 3
- COC(=O)C(Cc1ccccc1)NC(=O)CNC(=O)c1ccccc1OC (stereo not drawn)
    11 | 13 | 0 | -10 | 5 | -1.0 | -10 | 2 | -1
- COc1ccc(NS(=O)(=O)c2cccc(C(=O)NCC(c3ccccc3)N(C)C)c2)cc1 (stereo not drawn)
    -1 | 7 | 0 | -2 | 7 | -0.2 | -18 | 4 | -3
- COC(=O)C1(C(C[N+](=O)[O-])c2ccco2)C(=O)NCC1c1ccccc1 (stereo not drawn)
    -1 | 4 | 1 | 5 | 0 | -0.3 | -2 | 0 | -2
- Cc1ccc(C)c(NC(=O)CSc2n[nH]c(-c3ccccn3)n2)c1
    -7 | 9 | 0 | -5 | -3 | -0.4 | -12 | 2 | 0
- CCOc1ccc(S(=O)(=O)Nc2ccc(C(=O)N3CCC3)cc2)cc1
    7 | 6 | 0 | 4 | 1 | -1.2 | 15 | -4 | -1
- CCN(CC(=O)NC(C)C)C(=O)Cc1ccc(C)c(C)c1
    7 | 14 | 0 | -3 | 1 | -0.6 | 2 | 6 | -1
- COC(=O)COc1ccc2c(c1)O/C(=C\c1ccco1)C2=O
    -1 | -5 | 1 | 15 | 1 | 2.4 | 51 | -16 | 1
- C/C(Cc1ccccc1)=N\NC(=O)CNC(=O)c1cccc(F)c1
    -2 | 25 | 2 | 1 | 0 | 3.6 | -5 | 9 | 2
- CCOC(=O)CNC(=S)N(Cc1ccccc1)Cc1cccs1
    5 | 9 | 3 | 1 | 1 | 4.2 | -29 | 10 | -4
- O=C(NCc1ccccc1)C1CC(=O)N(C2CCCCC2)C1 (stereo not drawn)
    -8 | 9 | 0 | 11 | -1 | 0.1 | -39 | -6 | -2
- CCOC(=O)C1CCN(C(=O)Cn2nc(C)n3nc(-c4ccc(CC)cc4)cc3c2=O)CC1
    1 | -79 | 3 | 2 | 0 | 2.1 | -17 | -7 | -8

Retrieved by structure from the list above, two records:
Below each SMILES – procasp3 activ | VLA-4 inh | GRK2 inh | HCV core dimer | Fh CTSL1 inh | PP5 primary | GASC-1 inh | procasp7 counter | PP1 inh
- COc1ccc(OCc2cc(C(=O)O)c(C)o2)cc1
    -1 | 12 | 64* | -1 | 2 | -0.7 | -11 | 2 | -2
- CCC1CCCCN1C(=O)Cn1c(C(=O)OC)cc2sc(Cl)cc21 (stereo not drawn)
    5 | 12 | 0 | -4 | 0 | -1.1 | 3 | 8 | -2

Later entries.
Below each SMILES – procasp3 activ | VLA-4 inh | GRK2 inh | HCV core dimer | Fh CTSL1 inh | PP5 primary | GASC-1 inh | procasp7 counter | PP1 inh
- Cc1onc(-c2ccccc2Cl)c1C(=O)NNC(=O)c1nn(C)cc1Cl
    3 | -7 | 2 | -2 | 2 | 4.1 | -1 | 8 | -2
- CCOC(=O)c1ccc(NC(=O)CCc2c(C)nc3ncnn3c2C)cc1
    -18 | 11 | 1 | 0 | 1 | 4.0 | -5 | 6 | 3
- CCOC(=O)Cc1csc(NC(=O)c2ccc(C)o2)n1
    -5 | -4 | 0 | -1 | -1 | 0.4 | -1 | -10 | 0
- COC(=O)COc1ccc(S(=O)(=O)N2CCN(c3ccccc3F)CC2)cc1C
    -3 | 6 | 0 | 3 | -3 | 4.1 | 4 | -6 | -2
- COc1ccc(N2CCN(C(=O)CNS(=O)(=O)c3ccc(C)c(C)c3)CC2)cc1
    7 | 6 | 4 | 4 | -3 | 3.0 | 7 | 5 | -3
- CCNC(=S)NNC(=O)c1cc(-c2ccccc2C)nc2ccccc12
    -9 | 5 | 0 | 2 | -2 | 1.9 | -2 | -1 | 0
- Cc1ccc(-n2cc(CNCCCN3CCCC3=O)c(-c3ccc(F)cc3)n2)cc1
    8 | -11 | 0 | -7 | 0 | -1.0 | u | 6 | -1
- COc1ccccc1N1CCN(Cc2cc(=O)n3ccsc3n2)CC1
    -3 | 3 | 2 | 2 | 7 | 0.2 | -3 | -2 | -2
- Cn1nnc(NC(=O)c2cccc(OCc3ccccc3)c2)n1
    -2 | 0 | 0 | -4 | 0 | 0.4 | 11 | 2 | -5
- Cc1nn(-c2ccccc2)c(C)c1NC(=O)CCl
    -1 | 21 | 5 | -5 | 3 | 0.4 | 8 | -5 | 1
- Cc1ccc(C(=O)N/C(=C\c2cccs2)C(=O)NCc2ccncc2)cc1
    -4 | -12 | 0 | 1 | 3 | -1.2 | -7 | 5 | -5
- CS(=O)(=O)NNC(=O)C1Cc2c(ccc3ccccc23)O1 (stereo not drawn)
    5 | 0 | 0 | -8 | 4 | 0.9 | -2 | 9 | 0
- Cn1nnnc1SCC(=O)NC1CCCc2ccccc21 (stereo not drawn)
    -5 | -9 | 0 | 14 | 1 | 0.9 | 18 | 4 | -2
- N#Cc1c([N+](=O)[O-])cc([N+](=O)[O-])cc1S(=O)(=O)Cc1ccccc1
    -23 | 0 | 2 | x | x | 0.0 | 3 | -40 | 5
- COC1=C/C(=C/c2c(O)c(C#N)c3ccccn23)C=CC1=O
    -4 | -27 | 2 | -1 | 1 | 1.5 | -9 | 0 | -2
- COC(=O)COc1ccc2cccc(-n3cnnn3)c2c1
    4 | 13 | 0 | -1 | 1 | -0.4 | -2 | 4 | -3
- COc1ccc(-n2c(SCC(=O)NC3CC3)nc3ccccc3c2=O)cc1OC
    4 | -3 | 2 | x | x | -0.9 | 3 | -4 | -3
- O=C(COC(=O)c1cccc(S(=O)(=O)N2CCCCC2)c1)NC1CCCc2ccccc21 (stereo not drawn)
    4 | -16 | 0 | 7 | -5 | 3.9 | -27 | 4 | -2
- CCOC(=O)C1CCN(c2nc(-c3ccc(C)cc3)nc3ccccc23)CC1
    -4 | -5 | 2 | 9 | 0 | 0.1 | 3 | 10 | -2
- CCOC(=O)C1CCN(c2nc3ccccc3n2CC(=O)c2ccccc2)CC1
    2 | 15 | 1 | 3 | 1 | -0.8 | 1 | 1 | 1
- O=c1[nH]c2ccc(NCc3ccc(F)cc3)cc2[nH]1
    -14 | 15 | 0 | -32 | 4 | -8.2 | 6 | 0 | 4
- COC(=O)CCC(=O)NS(=O)(=O)c1ccc(N=NN2CCOCC2)cc1
    -5 | -10 | 2 | -3 | -2 | -1.1 | 6 | 11 | -2
- C=CCOc1c2ccc(C(=O)NCc3ccc(OC)cc3)cc2nn1C
    5 | 14 | 0 | -18 | 1 | 4.5 | -9 | 3 | -5
- CCOC(=O)CN1CC23C=CC(O2)C(C(=O)N2CCN(c4ccc(F)cc4)CC2)C3C1=O (stereo not drawn)
    12 | 28 | 4 | -9 | 1 | 0.5 | 0 | -3 | -2
- O=C(O)c1cc2nc(-c3cccs3)cc(C(F)(F)F)n2n1
    -4 | 2 | 10 | 8 | 0 | 1.5 | 5 | 0 | -2
- CC(C)OC(=O)C1C(=O)CC(C)(O)C(C(=O)OC(C)C)C1c1cccc([N+](=O)[O-])c1 (stereo not drawn)
    8 | 0 | 1 | 4 | 1 | -1.8 | -6 | 8 | -4
- Cc1ccc2c(c1)N(Cc1cccc(F)c1)C(=O)C(C)O2 (stereo not drawn)
    -1 | 9 | 0 | 3 | 1 | -0.1 | 9 | 0 | 0
- CCCc1n(CC)c2ccccc2[n+]1CC(O)COC1CCCCC1 (stereo not drawn)
    1 | -1 | 3 | -3 | 0 | -0.3 | 74 | 3 | -2
- N#Cc1nc(-c2ccc(Cl)cc2)oc1NCCc1ccccn1
    -2 | -7 | 1 | 0 | 0 | 0.4 | -3 | 13 | -3
